High-throughput results: PubChem BioAssay, several laboratories
MMP-13 inhibitor: blocks human MMP13 activity; MMP-13 fTHP FRET cleavage, Mca fluorescence; inhibition, % at 4 µM; 0.07% of 65,000 active; AID 570;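 active = inhibition above the mean of compound-free control plate wells plus 3 SD, cut at about 14% in these data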;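 also: 0% = DMSO wells and 100% = wells with reference MMP-13 inhibitor after basal subtraction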
Abs 340nm: absorbance at 340 nm; 65,000 tested, under 10 active; compound absorbance at 340 nm, fold over control; fold change at 10 µM;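 active = at 10 µM dose, initial 340 nm absorbance at least 2 fold that of control wells; inactive = change under 2 fold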;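 also: initial absorbance extrapolated from kinetic A340 decline of NADH oxidation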
NADH coupling: inhibitors of enzymes used to reach an NAD/NADH endpoint. coupled PK/LDH NADH assays, four targets. IC50, µM (doses to about 10 µM), for the others: at the top dose inhibition. 0.02% of 65,000 active;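 active = single-dose screening hits from any of four coupled enzyme assays that gave an IC50 when retested across doses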;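 also: the DPM-DC format reads NADH fluorescence rather than 340 nm absorbance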
ROCK2 blocker: inhibitors of human Rho kinase 2; 0.35% of 60,000 active; O75116; purified ROCK2, Kinase-Glo ATP depletion luminescence; inhibition, % at 6 µM;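 active = inhibition above the screen-wide mean inhibition plus 3 SD, cut at about 18% in these data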;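 also: plate controls were DMSO wells for no effect and Y-27632 control wells after no-enzyme background subtraction for full effect; many of its hits are not listed in these tables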
Ecoli tolC: blocks growth of E. coli BW25113 tolC mutant. growth inhibition, % at 10 µM (by protocol). 2.2% of 65,000 active. OD615;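 active = growth inhibition at or above a cutoff equal to the mean over every tested compound plus 3 SD, cut at about 60% in these data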;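 also: growth measured after 20 h incubation at 37 °C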
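signal = optical density read at 615 nm | test system = E. coli ΔtolC::kan strain BW25113 | timing = 20 h compound exposure of bacteria at 37 °C | buffer or medium = LB medium plus 50 µg/mL kanamycin | compound dosing = 10 µM final, single dose | evaluation = % inhibition of E. coli growth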
HEK293 NFkB inh: inhibitors of the PMA/ionomycin-induced NF-kB reporter in HEK293 cells; HEK-293 NF-kB luciferase reporter, luminescence; inhibition, % at 3 µM; 0.21% of 62,000 active; AID 465;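 active = inhibition above the mean of all tested compounds plus 3 SD, cut at about 40% in these data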;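 also: 0% = stimulated DMSO wells and 100% = 10 µM reference inhibitor 5653914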
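Reagent: PMA plus ionomycin mix as NF-kB-activating stimulus. Assay system: NF-kB luciferase reporter HEK-293 cells. Technique: luminescence from luciferase substrate reagent. Incubation: 1 h compound pre-incubation, 16 h PMA/ionomycin at 37 °C. Benchmarks: DMSO only as uninhibited control, 10 µM reference inhibitor as full inhibition. Repeats: tested once.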
JNK3 blocker: blocks human JNK3 kinase activity; P53779; purified JNK3 kinase activity, HTS; inhibition, % at 8 µM; 0.61% of 60,000 active; AID 746; in the data active = inhibition above about 17%;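 also: 0% = DMSO and 100% = reference inhibitor; many of its hits are not listed in these tables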
Target sequence (P53779 whole entry, looked up): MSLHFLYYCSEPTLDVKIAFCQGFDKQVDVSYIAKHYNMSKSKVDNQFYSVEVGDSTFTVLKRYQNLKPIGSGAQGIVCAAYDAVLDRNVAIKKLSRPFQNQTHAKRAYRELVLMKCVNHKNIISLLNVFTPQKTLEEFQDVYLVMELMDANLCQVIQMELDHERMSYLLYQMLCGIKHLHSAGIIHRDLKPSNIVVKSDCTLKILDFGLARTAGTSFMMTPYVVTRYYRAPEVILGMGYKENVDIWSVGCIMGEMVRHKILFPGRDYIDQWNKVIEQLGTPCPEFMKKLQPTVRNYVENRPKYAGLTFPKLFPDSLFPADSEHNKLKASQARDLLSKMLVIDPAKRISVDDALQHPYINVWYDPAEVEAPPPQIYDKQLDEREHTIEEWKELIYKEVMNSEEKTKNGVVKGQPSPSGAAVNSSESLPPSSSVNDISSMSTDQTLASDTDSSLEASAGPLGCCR
Autofluor 339: intrinsic fluorescence of library compounds, ex339/em460 – biochemical, MLSMR library, data from DPM-DC assay, artefact control, profiling panel. compound autofluorescence, ex339/em460 nm, NADH buffer; stronger effect = higher value; 1 = no-compound wells, NADH background. fluorescence fold increase at 10 µM. 5.5% of 65,000 active;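 active = at 10 µM, mean starting fluorescence two-fold or more over control wells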;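 also: signal is the first read of a kinetic run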
PKA inh: PKA (human) kinase inhibition; P17612; PKA Kemptide phosphorylation, Kinase-Glo ATP luminescence; inhibition, % at 6 µM; 0.1% of 65,000 active;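 active = inhibition above the screen-wide mean inhibition plus 3 SD, cut at about 21% in these data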; also: many of its hits are not listed in these tables
* marks the source's active call; other numbers are inactive results; x = not tested or not shown.

SMILES	MMP-13 inhibitor	Abs 340nm	NADH coupling	ROCK2 blocker	Ecoli tolC	HEK293 NFkB inh	JNK3 blocker	Autofluor 339	PKA inh
Cc1cc(C)nc(N2CCC(CNC(=O)CCc3ccccc3)CC2)n1	3	1	4%	3	3	-4	-3	1.1	8
O=C(Nc1ncn[nH]1)c1c(Cl)ccc(Cl)c1Cl	7	1.1	0%	3	6	x	0	1.1	2
COc1ccc(-c2cc3n(n2)CCc2nc4ccccc4n2-3)cc1	-4	0.98	3%	6	-5	6	-1	1.1	3
O=C(NCCCN1CCc2ccccc2C1)C1CCN(S(=O)(=O)N2CCCC2)CC1	-1	1	9%	-1	-15	-7	-8	0.99	-4
Cc1ccccc1OCC(O)Cn1c(NCCN(C)C)nc2c1c(=O)n(C)c(=O)n2C (stereo unspecified)	4	1	6%	-2	-4	16	-6	1	5
CN1/C(=C\C(=O)c2ccco2)C(C)(C)c2ccccc21	2	1	6%	3	-11	7	-7	1.3	12
COc1ccc(NC(=O)CSc2nnc(CNC(=O)COc3ccc(Cl)cc3)o2)c(OC)c1	6	1	3%	-1	1	10	-9	1.1	3
CC1CCCC(C)N1C(=O)CSc1nnc(C2CCCCC2)o1 (stereo unspecified)	5	0.99	6%	-1	3	13	-7	1.1	1
O=C(O)C1CCC(=O)N1C1c2ccccc2Oc2ccccc21 (stereo unspecified)	-4	0.98	5%	6	-11	12	3	1.1	8
O=C1CCn2nc(-c3ccc(Cl)cc3)cc2N1	8	0.99	1%	2	-6	-16	3	1.1	-5

3 of the compounds above, as labelled records.
Cc1ccccc1OCC(O)Cn1c(NCCN(C)C)nc2c1c(=O)n(C)c(=O)n2C (stereo unspecified)
  MMP-13 inhibitor = 4	Abs 340nm = 1	NADH coupling = 6%	ROCK2 blocker = -2	Ecoli tolC = -4	HEK293 NFkB inh = 16	JNK3 blocker = -6	Autofluor 339 = 1	PKA inh = 5

CN1/C(=C\C(=O)c2ccco2)C(C)(C)c2ccccc21
  MMP-13 inhibitor = 2	Abs 340nm = 1	NADH coupling = 6%	ROCK2 blocker = 3	Ecoli tolC = -11	HEK293 NFkB inh = 7	JNK3 blocker = -7	Autofluor 339 = 1.3	PKA inh = 12

COc1ccc(NC(=O)CSc2nnc(CNC(=O)COc3ccc(Cl)cc3)o2)c(OC)c1
  MMP-13 inhibitor = 6	Abs 340nm = 1	NADH coupling = 3%	ROCK2 blocker = -1	Ecoli tolC = 1	HEK293 NFkB inh = 10	JNK3 blocker = -9	Autofluor 339 = 1.1	PKA inh = 3

(further entries)
SMILES	MMP-13 inhibitor	Abs 340nm	NADH coupling	ROCK2 blocker	Ecoli tolC	HEK293 NFkB inh	JNK3 blocker	Autofluor 339	PKA inh
COc1ccc2cc(C#N)c(SCC(=O)N3CCCC3)nc2c1	-22	1	6%	2	10	10	3	1.8	9
C=CCN1C(=O)C2(C(C#N)=C(N)Oc3n[nH]c(CCC)c32)c2ccccc21 (stereo unspecified)	0	0.99	4%	1	8	15	9	1	-2
Cn1cccc1C(C(=O)NC1CCCCC1)N(C(=O)Cc1cccs1)C1CC1 (stereo unspecified)	-4	1	2%	-1	-11	17	-7	1.1	1
Cc1c(C)c2c(C)[nH]nc2oc1=O	1	1.1	4%	6	-12	-2	3	1.3	9
Cc1ccc(NS(=O)(=O)c2ccc(CCC(=O)O)cc2)cc1	5	1.1	5%	-2	-4	15	2	1.1	1
O=C(C1CC1)N1CCc2cc(Br)cc(S(=O)(=O)NCc3ccccn3)c21	5	1	3%	x	4	11	x	1.1	2
Cn1c(=O)cc(OCC(=O)NCCCN2CCN(c3ccccc3F)CC2)c2ccccc21	-1	0.99	5%	7	6	1	9	1	3
C1=C(N2CCOCC2)/C(=C/c2nc3ccccc3[nH]2)CC1	-14	1.1	2%	2	-17	11	-2	1.1	9
Cc1ccc(Cn2c(=O)c3ccccc3n3c(CCC(=O)O)nnc23)cc1	2	0.99	2%	1	-5	12	4	1.1	-9
Cc1nn(Cc2ccccc2Cl)c(C)c1C(=O)NC1=NCCS1	-2	1	8%	3	-2	7	1	1.1	8
O=C(O)c1cc(S(=O)(=O)NCC2CCCO2)ccc1Cl (stereo unspecified)	-1	0.98	7%	0	-10	12	9	1.1	-1
Cn1c(SCC(=O)NCc2ccc3c(c2)OCO3)nnc1-c1c[nH]c2ccccc12	3	1	7%	0	7	13	2	1.1	0
CC1(C)CC(=O)CC(=Nc2ccc3[nH]c(=O)[nH]c3c2)C1	3	1.1	3%	5	-14	10	-2	0.86	8
Cc1ccc(SC(C)c2nc(-c3cccnc3)no2)cc1 (stereo unspecified)	1	1	4%	-3	32	0	-7	1.1	-4
COc1cccc(-c2nnc3sc(-c4ccccn4)nn23)c1	6	1.1	6%	5	11	3	0	1.1	-8
COc1ccc(Br)cc1S(=O)(=O)N1CC(C)OC(C)C1 (stereo unspecified)	1	1	3%	3	7	11	-8	1.1	8
O=C(Nc1ccc(CCC(=O)N2CCCC2)cc1)c1ncn[nH]1	3	1	7%	-4	-8	24	-5	1.1	-2
COc1cc(C)c(C#N)c(OC)n1	-5	1	4%	5	-16	3	-1	1.1	5
CN(C)C(=O)CN(c1ccc(F)c(Cl)c1)S(C)(=O)=O	3	1	3%	1	-12	8	-4	1.1	2
CC(=O)O[C@H]1C(=O)[C@]2(C)[C@H]([C@H](OC(=O)c3ccccc3)[C@]3(O)C[C@H](OC(=O)[C@H](O)[C@@H](NC(=O)c4ccccc4)c4ccccc4)C(C)=C1C3(C)C)[C@]1(OC(C)=O)CO[C@@H]1C[C@@H]2O	3	0.98	5%	-1	-1	x	-1	1	-1

Results in Ecoli tolC, NADH coupling and Abs 340nm (5 entries from above):
structure	Ecoli tolC	NADH coupling	Abs 340nm
Cc1ccc(SC(C)c2nc(-c3cccnc3)no2)cc1 (stereo unspecified)	32	4%	1
COc1cccc(-c2nnc3sc(-c4ccccn4)nn23)c1	11	6%	1.1
COc1ccc(Br)cc1S(=O)(=O)N1CC(C)OC(C)C1 (stereo unspecified)	7	3%	1
O=C(Nc1ccc(CCC(=O)N2CCCC2)cc1)c1ncn[nH]1	-8	7%	1
COc1cc(C)c(C#N)c(OC)n1	-16	4%	1

Quoted from the listing.
PKA inh result of `COc1cccc(-c2nnc3sc(-c4ccccn4)nn23)c1` is entered as -8
MMP-13 inhibitor result of `CC(=O)O[C@H]1C(=O)[C@]2(C)[C@H]([C@H](OC(=O)c3ccccc3)[C@]3(O)C[C@H](OC(=O)[C@H](O)[C@@H](NC(=O)c4ccccc4)c4ccccc4)C(C)=C1C3(C)C)[C@]1(OC(C)=O)CO[C@@H]1C[C@@H]2O` is entered as 3

Next entries.
structure | MMP-13 inhibitor | Abs 340nm | NADH coupling | ROCK2 blocker | Ecoli tolC | HEK293 NFkB inh | JNK3 blocker | Autofluor 339 | PKA inh
O=C(Nc1nnc(/N=C/c2ccco2)s1)c1ccc(F)cc1 | -3 | 1.1 | 1% | -4 | -22 | -11 | -7 | 1.2 | -3
O=C(C1CC1)N1CCc2cc(Br)cc(S(=O)(=O)NCCCN3CCCC3)c21 | 6 | 1 | 8% | x | 12 | 10 | x | 1.1 | 11
Cc1csc(C2=C(O)CN(CCc3ccccc3)C2=N)n1 | 6 | 1.1 | 2% | 6 | 1 | -3 | -8 | 1 | 8
Cc1csc(NC(=O)CSc2nc(C)nc3c2c(=O)n(C)c(=O)n3C)n1 | 8 | 1.1 | 5% | -6 | 8 | 4 | -3 | 1.1 | -7
CCOc1ccc(C(=O)CN2CCN(S(=O)(=O)c3ccc(Cl)cc3)CC2)cc1 | 0 | 1 | 7% | 3 | 19 | 10 | 3 | 1.1 | 3
Cc1n[nH]c(=O)nc1NCc1ccc(Cl)cc1 | 3 | 0.99 | 9% | 2 | -17 | 5 | -7 | 1.1 | 6
O=c1oc2ccccc2c2c1ncn2-c1ccccc1 | 0 | 1 | 1% | 5 | -7 | 11 | -5 | 1.1 | 9
O=C(c1csc2c1CCCC2)N1CCCCC1 | 0 | 1 | 4% | 0 | 4 | 27 | 0 | 1.1 | 0
COc1ccc(C)cc1NC(=O)CSc1nnc(-c2ccc(C)cc2)o1 | -9 | 1 | 2% | 3 | 6 | 6 | -2 | 1.1 | 7
COc1ccc(C(c2sc3nc(C)nn3c2O)N2CCC(C(N)=O)CC2)cc1OC (stereo unspecified) | 1 | 1.1 | 6% | 0 | -18 | 18 | 9 | 1.1 | 6
CCN(CC)c1ncnc2sc(C(=O)N3CCN(c4ccccc4)CC3)c(C)c12 | -3 | 1 | 4% | 6 | 25 | -4 | 9 | 1.1 | 7
Cc1ccc2c(c1)cc(CN(Cc1ccco1)S(=O)(=O)c1ccccc1)c1nnnn12 | -3 | 0.99 | 7% | 3 | 15 | 3 | 4 | 1.1 | 12
c1ccc(CCN2CN=C(Nc3nc4ccccc4o3)NC2)cc1 | 1 | 1 | 4% | -2 | 4 | 12 | -8 | 1.1 | -3
c1coc(CNc2ncnc3c2oc2ccccc23)c1 | -1 | 1 | 3% | 2 | 29 | 0 | -1 | 1.1 | 7
COCCN1C(=O)c2ccccc2C(C(=O)NCCN(C)C)C1c1ccc(F)cc1 (stereo unspecified) | 2 | 1 | 7% | x | -11 | 11 | x | 0.01 | 2
CC1(C)CC(=O)c2cc(C(=O)NC3CCSC3=O)c(=O)n(-c3ccccc3)c2C1 (stereo unspecified) | -17 | 1.1 | 3% | -5 | -14 | 14 | -1 | 2 | -5
COc1cc(CCC(=O)OCc2nnc(-c3ccccc3)o2)cc(OC)c1OC | 2 | 1 | 7% | 5 | 3 | 5 | 6 | 1.1 | 8
COc1ccc(N2C(=O)C(CC(=O)O)S/C2=C\C(C)=O)cc1 (stereo unspecified) | -1 | 1 | 3% | x | -16 | 6 | x | 1.1 | 4
CCC1CCCCN1CCCNC(=O)C1CCC(=O)N1Cc1ccc(C)cc1 (stereo unspecified) | -3 | 1 | 6% | 1 | -18 | 11 | -1 | 1 | 0
O=C(c1ccc(NS(=O)(=O)c2cccs2)cc1)N1CCCCC1 | 2 | 1 | 3% | x | 15 | 10 | x | 1 | 1

This is a subset; rates above refer to the full screens.
